# Bioassay records as filed in PubChem.
# Bim-Mcl-1 – inhibitors of Bim peptide binding to Mcl-1, primary screen, biochemical, bead-based flow cytometry, multiplex | Bim peptide-Mcl-1 binding | inhibition, % at 10 µM | 190,000 tested, 0.1% active; in the data active = inhibition above about 40%;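 also: 0% = no compound tracer wells and 100% = peptide blocker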
# Target sequence (Q07820 whole entry, looked up): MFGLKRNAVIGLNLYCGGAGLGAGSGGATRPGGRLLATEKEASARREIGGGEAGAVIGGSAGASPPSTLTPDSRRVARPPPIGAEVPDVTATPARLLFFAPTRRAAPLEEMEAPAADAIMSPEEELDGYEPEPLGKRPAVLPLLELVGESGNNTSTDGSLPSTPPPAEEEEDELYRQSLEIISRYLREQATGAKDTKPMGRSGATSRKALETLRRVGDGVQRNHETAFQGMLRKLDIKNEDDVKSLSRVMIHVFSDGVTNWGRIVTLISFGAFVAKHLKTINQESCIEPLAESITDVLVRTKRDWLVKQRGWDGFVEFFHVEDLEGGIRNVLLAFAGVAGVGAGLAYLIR
# Mcl1-Bid inh – Mcl-1/Bid binding inhibitors, primary screen, biochemical, TR-FRET, 1536-well | TR-FRET Mcl-1/Bid-Dy647 peptide binding | 220,000 tested, 0.97% active | inhibition, % at 21.7 µM | AID 1021, 2008;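 active = compounds that cut the binding signal by more than half at the single screening dose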;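 also: His-tagged Mcl-1 with europium anti-His antibody binding Bid BH3 peptide; 0% = Mcl-1 plus peptide wells and 100% = peptide-only wells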
# RGS8-Gao reg – RGS8-Galphao binding modulators, primary screen, biochemical, multiplexed bead flow cytometry; Guanine nucleotide-binding protein G(o) subunit alpha (Homo sapiens), P09471; response (percent of control binding), % at 10 µM; 220,000 tested, 0.34% active; AID 1423, 2008; actives lie on both sides; in the data active = response below about 60% or above about 140%; inactive = in between;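 also: Galphao activated as the GDP aluminium fluoride complex binding bead-coupled RGS8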
# Target sequence (P09471 whole entry, looked up): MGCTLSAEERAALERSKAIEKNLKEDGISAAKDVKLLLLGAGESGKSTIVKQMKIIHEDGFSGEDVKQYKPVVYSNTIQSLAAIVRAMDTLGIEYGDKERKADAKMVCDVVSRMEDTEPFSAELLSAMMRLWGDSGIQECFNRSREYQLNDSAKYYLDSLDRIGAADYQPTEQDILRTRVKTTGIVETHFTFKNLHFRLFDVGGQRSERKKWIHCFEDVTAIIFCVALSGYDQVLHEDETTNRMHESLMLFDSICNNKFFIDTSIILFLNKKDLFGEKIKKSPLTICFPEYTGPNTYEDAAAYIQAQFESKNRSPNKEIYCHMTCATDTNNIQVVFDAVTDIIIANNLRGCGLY
# Pf gametocyte – late stage P. falciparum gametocyte viability inhibitors, primary screen, ATP luminescence, HTS. P. falciparum stage V gametocytes, 24 h. inhibition, % at 10.9 µM. 150,000 tested, 0.065% active. AID 743093, 2013;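 active = inhibition above the mean plus 3 SD of compounds within the control limits, set per campaign, cut at about 38% in these data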;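 also: 0% = DMSO wells and 100% = medium only without gametocytes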
# HRas wt GTP – modulators of GTP binding to HRas wildtype, primary screen, biochemical, bead-based flow cytometry, multiplex | 190,000 tested, 0.14% active | GTP binding activity, % at 10 µM | GTPase HRas (Homo sapiens), P01112 | GST-Ras wt beads, Bodipy-FL-GTP binding; actives lie on both sides;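 active = GTP binding activity at least 20% away from the 100% baseline, either lowered as inhibitor or raised as activator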;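 also: 0% = unlabeled GTP competition control and 100% = no-compound control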
# Cdc42 wt – modulators of GTP binding to wildtype Cdc42, primary screen, biochemical, multiplex bead flow cytometry, Bodipy-GTP. Cell division control protein 42 homolog (Homo sapiens), P60953. GST-Cdc42 beads; actives lie on both sides. percent activity (GTP binding), % at 10 µM. AID 761, 2007. 190,000 tested, 0.2% active;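 active = percent activity GTP binding at least 20 points away from the 100% baseline, either down as inhibitor or up as activator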;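 also: median bead fluorescence of bound Bodipy-FL-GTP at 100 nM; 0% = excess unlabeled GTP control and 100% = no compound control; below 100% means less GTP binding so inhibitor and above means activator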
# Target sequence (P60953 whole entry, looked up): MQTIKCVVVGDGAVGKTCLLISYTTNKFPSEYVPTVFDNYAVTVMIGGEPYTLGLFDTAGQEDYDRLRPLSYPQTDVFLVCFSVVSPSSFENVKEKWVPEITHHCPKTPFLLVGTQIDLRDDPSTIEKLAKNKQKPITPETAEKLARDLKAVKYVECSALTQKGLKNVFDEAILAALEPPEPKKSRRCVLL
# Rac1 act GTP bind – GTP binding modulators of activated mutant Rac1, primary screen, biochemical, bead-based flow cytometry, multiplex, fluorescent GTP. GST-Rac1 activated beads; actives lie on both sides; 100% means binding = to untreated wells. percent activity (GTP binding), % at 10 µM. 190,000 tested, 0.11% active. AID 764, 2007;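 active = GTP binding at least 20 percentage points away from the 100% baseline, in either direction, so actives lie on both sides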
# Rab2A wt mod – modulators of GTP binding to Rab2A wildtype, primary screen, biochemical, dog, bead-based flow cytometry, multiplex. AID 760, 2007. GTP binding activity, % at 10 µM. GST-Rab2 wt beads, Bodipy-GTP binding. 190,000 tested, 0.19% active;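 active = GTP binding activity at least 20 points away from 100%, either lowered or raised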;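 also: 0% = beads with excess unlabeled GTP and 100% = no-compound control corrected for plate trend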
# Rab7 wt GTP bind – modulators of GTP binding to Rab7, primary screen, biochemical, wildtype, multiplex bead flow cytometry; GST-Rab7 beads, fluorescent GTP binding; actives lie on both sides; untreated = 100%, excess cold GTP = 0%; Rab7 GTPase wild type (dog), Bodipy-FL-GTP binding; 190,000 tested, 0.055% active; GTP binding activity (percent of control), % at 10 µM;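 active = fluorescent GTP binding to Rab7 beads changed by at least 20 points from the 100% baseline, either direction, mostly lower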;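 also: median green fluorescence of bound Bodipy-FL-GTP per Rab7 bead population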
# Rac1 wt modul – wildtype Rac1 GTP binding modulators, primary screen, biochemical, GST-Rac1 beads, flow cytometry, multiplex | Ras-related C3 botulinum toxin substrate 1 (Homo sapiens), P63000 | fluorescent GTP binding; actives lie on both sides; 0 = cold GTP competed, 100 = untreated | GTP binding activity (% of control), % at 10 µM | 190,000 tested, 0.27% active;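 active = GTP binding activity at least 20 points away from the 100% control level, either lower or higher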
# Mcl1 Noxa PPI – Mcl-1/Noxa binding inhibitors, primary screen, biochemical, TR-FRET, 1536-well | Induced myeloid leukemia cell differentiation protein Mcl-1 (Homo sapiens), Q07820 | TR-FRET Mcl-1/Noxa peptide binding, 2 h | inhibition, % at 21.7 µM | 220,000 tested, 1.5% active;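 active = compounds that cut the protein-peptide binding signal by more than 50% relative to plate controls in a single-dose test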;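 also: His-tagged Mcl-1 with rhodamine Noxa BH3 peptide and terbium anti-His antibody; 0% = Mcl-1 plus Noxa peptide wells and 100% = peptide-only wells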
# The depositor's hits bear a star; · = no result given; [ ] = dose if it differs, or a comment. Hits appear at their usual frequency; 2.9% or so of the library scored in one or more.
Structure,RGS8-Gao reg,HRas wt GTP,Mcl1 Noxa PPI,Rac1 wt modul,Mcl1-Bid inh,Pf gametocyte,Rab2A wt mod,Rab7 wt GTP bind,Bim-Mcl-1,Rac1 act GTP bind,Cdc42 wt
COCCOCCOCCC(=O)NC1CC2CCC1(C)C2(C)C (stereo not given),103.6,100.0,-1.1,100.0,-0.4,1.0,98.0,99.0,-6.0,98.0,99.0
COc1cc(Cl)cc(C2NC(=S)NC(c3ccccc3)=C2C(C)=O)c1OCC(=O)O (stereo not given),98.2,91.0,18.6,94.0,-12.7,·,89.0,91.0,-10.0,86.0,87.0
O=C(Nc1ccc(C(F)(F)F)cc1)c1cccnc1N1CCOCC1,98.6,98.0,12.8,98.0,-11.0,·,97.0,99.0,-1.0,98.0,102.0
CCOC(=O)N1CCN(Cc2ccccn2)CC1,98.9,96.0,21.2,98.0,47.2,-15.0,95.0,99.0,-1.0,95.0,95.0
O=c1[nH]c(NCCO)nc2ncn(Cc3ccccc3)c12,100.6,103.0,-9.6,102.0,-7.7,-6.5,101.0,98.0,-1.0,100.0,103.0
CC(=O)c1c(C)nc2ccc(Br)cc2c1-c1ccccc1,100.6,96.0,4.0,93.0,-9.1,7.5,97.0,100.0,-2.0,95.0,95.0
Cc1noc(C)c1COC(=O)[C@@H](NC(=O)c1ccccc1Cl)C(C)C,100.6,100.0,-9.7,101.0,5.7,2.3,99.0,109.0,-2.0,98.0,98.0
CCCn1c(SCC(=O)O)nc2ccccc21,102.4,101.0,25.6,104.0,-29.4,·,98.0,99.0,0.0,98.0,103.0
CC(Sc1nnc(-c2cccnc2)n1-c1ccccc1F)C(=O)N1CCCc2ccccc21 (stereo not given),104.2,104.0,4.0,106.0,5.6,7.7,102.0,105.0,-8.0,102.0,104.0
COc1ccc(C(=O)N(Cc2ccc(N(C)C)cc2)C2CCS(=O)(=O)C2)cc1 (stereo not given),98.6,104.0,10.4,103.0,-79.2,·,104.0,101.0,-1.0,99.0,105.0
O=C(Nc1cccc(F)c1)Nc1ccccn1,97.4,102.0,11.0,97.0,-10.4,16.8,103.0,109.0,-3.0,94.0,99.0
Cc1nn(C)c(C)c1Sc1ccc(Br)cc1,99.8,98.0,15.7,98.0,11.9,·,98.0,101.0,-8.0,96.0,98.0
CC/C(=N/NC(=O)c1ccccc1)c1ccc(OCCN2CCOCC2)cc1,188.7*[activator],103.0,4.2,106.0,-12.4,-6.5,103.0,99.0,-2.0,101.0,100.0
Cc1coc2c(O)cc3c(c12)OC1(N2CCCCC2)C(=O)NCCCC31 (stereo not given),90.5,98.0,62.4*,103.0,-19.9,-14.8,98.0,97.0,2.0,96.0,99.0
COc1ccc(NC(=S)Nc2ccc(OCc3ccccc3)cc2)c(OC)c1,117.2,98.0,5.8,96.0,-54.3,-11.9,97.0,96.0,-1.0,96.0,97.0
CN(C)S(=O)(=O)N1CCN(Cc2ccccc2)CC1,101.9,100.0,-2.7,102.0,-8.2,·,99.0,101.0,0.0,97.0,97.0
Cc1cc(C)nc(OC(=O)c2ccc(Cl)cc2Cl)n1,99.9,94.0,3.1,95.0,-39.4,8.8,96.0,104.0,0.0,93.0,91.0
COc1ccc(Oc2c(Cl)cnn(-c3ccc(F)cc3)c2=O)cc1,99.1,97.0,3.4,95.0,-4.0,0.7,95.0,97.0,-1.0,94.0,96.0
COc1cc(OC)cc(C(=O)NCC(=O)OCc2nc3ccccc3s2)c1,95.6,98.0,13.5,96.0,-25.7,26.3,98.0,104.0,1.0,96.0,97.0
Cc1ccccc1-c1noc(-c2ccccc2C(=O)N2CCCC2)n1,98.0,97.0,-0.2,97.0,-23.6,-2.2,97.0,95.0,0.0,96.0,98.0
O=c1sc(N2CCN(c3ccc(F)cc3)CC2)nc2ccsc12,96.3,99.0,-25.7,103.0,-26.5,·,98.0,96.0,2.0,101.0,100.0
COc1ccc(CCC(C)Nc2ccc(F)c(F)c2)cc1 (stereo not given),103.1,97.0,13.4,100.0,-37.1,6.5,99.0,99.0,-6.0,100.0,97.0
CCN(CC)C1=CC2=CC(=C(C#N)C#N)CCC2CC1 (stereo not given),109.2,106.0,-57.2,110.0,-10.2,8.2,102.0,102.0,-6.0,103.0,106.0
CCOc1ccc(C(c2c(NC(=O)c3ccccc3)sc(C)c2C)N2CCN(CCO)CC2)cc1 (stereo not given),110.8,99.0,13.3,105.0,-58.5,13.7,99.0,97.0,-2.0,102.0,100.0
CCn1c2ccccc2c2nnc(SCC(=O)c3ccccc3)nc21,99.9,96.0,20.0,93.0,-6.9,7.8,95.0,93.0,2.0,95.0,98.0
CCN(CC)c1ccc(O)c(C=Nc2ccc(C)c(C)c2)c1,98.8,96.0,19.1,95.0,-27.7,-10.8,95.0,92.0,0.0,94.0,97.0
Cc1cccc(OCC(=O)Nc2nc3ccc([N+](=O)[O-])cc3s2)c1,94.9,99.0,-15.9,101.0,0.8,·,100.0,101.0,-5.0,93.0,98.0
Cc1ccc(CNC(=O)C2(c3cccs3)CCOCC2)cc1,100.3,100.0,17.5,101.0,7.0,6.7,98.0,98.0,-6.0,97.0,99.0
Cc1ccc(C2(CCN)CCOC(C(C)C)C2)cc1 (stereo not given),101.5,102.0,-10.5,106.0,-12.2,2.7,99.0,101.0,-7.0,99.0,102.0
Cc1ccc(NCC(=O)N/N=C\C(Br)=C\c2ccccc2)cc1,96.8,104.0,-4.5,103.0,-33.2,·,100.0,100.0,3.0,99.0,105.0
CCOC(=O)C(NS(=O)(=O)c1ccccc1)(C(F)(F)F)P(=O)(OC(C)C)OC(C)C (stereo not given),104.4,100.0,-16.1,98.0,-24.5,·,101.0,97.0,0.0,98.0,101.0
CC(C)(C)NC(=O)Cn1nnc(-c2ccc(S(C)(=O)=O)cc2)n1,98.2,101.0,0.6,105.0,-16.9,8.7,103.0,100.0,0.0,99.0,103.0
Cc1ccc(C2C(C#N)=C(N)Oc3c2sc2ccccc32)o1 (stereo not given),93.0,94.0,73.9*,97.0,-12.9,·,94.0,96.0,7.0,96.0,96.0
Cc1cccn2cc(COc3cccc([N+](=O)[O-])c3)nc12,99.6,100.0,-3.7,101.0,4.3,-12.4,101.0,106.0,1.0,98.0,99.0
C/C(Cl)=C/Cn1c(N2CCCC2)nc2c1c(=O)n(C)c(=O)n2C,94.2,103.0,-0.7,104.0,-9.2,5.2,103.0,103.0,0.0,100.0,103.0
O=[N+]([O-])c1ccc(/C=C/c2ccc3cccc([N+](=O)[O-])c3n2)cc1,98.0,96.0,22.1,103.0,-14.6,2.5,99.0,99.0,-4.0,99.0,103.0
COCCn1c(C)cc(C2=NNC(=Nc3ccccc3F)SC2)c1C,102.5,95.0,33.4,95.0,-26.9,24.1,94.0,94.0,1.0,96.0,95.0
CCOc1ncccc1C(=O)OCC(=O)NCCc1ccccc1,101.4,102.0,-6.0,106.0,-8.0,·,103.0,101.0,0.0,102.0,105.0
C=CCn1c(-c2ccc(Cl)cc2)ccc(C#N)c1=O,89.8,96.0,8.2,97.0,-8.4,-6.8,96.0,100.0,-7.0,96.0,94.0
CCOC(=O)/C(O)=C/c1ncc(C(F)(F)F)cc1Cl,97.2,105.0,-7.8,109.0,-61.0,-19.5,105.0,103.0,-2.0,104.0,108.0
CCc1ccc(C(=O)C(C)OC(=O)C2COc3ccccc3O2)cc1 (stereo not given),100.2,99.0,10.5,103.0,-1.0,5.7,99.0,97.0,-5.0,99.0,103.0
CC(C)CCSc1nc(N2CCOCC2)c2c(c1C#N)CC(C)(C)OC2,96.5,97.0,-16.4,101.0,1.1,2.6,99.0,97.0,-2.0,99.0,99.0
COc1ccc(S(=O)(=O)Nc2ccc3cn[nH]c3c2)cc1C,105.9,94.0,10.5,95.0,-33.1,4.2,92.0,98.0,1.0,94.0,93.0
Cc1ccc(C(=O)CC(C(=O)O)n2cnc([N+](=O)[O-])n2)cc1 (stereo not given),100.9,97.0,17.7,98.0,1.2,4.9,97.0,96.0,-1.0,93.0,97.0
CC(=O)Nc1nc(C)c(Oc2ccccc2)c(=O)[nH]1,99.7,104.0,-3.2,104.0,-16.7,7.3,101.0,104.0,5.0,96.0,99.0
O=C(CCN1CCCC1)Nc1cccc(Br)c1,104.8,98.0,4.4,100.0,-19.6,·,99.0,94.0,0.0,97.0,100.0
O=C(/C=C/c1ccccc1)NCCCNC(=O)/C=C/c1ccccc1,104.1,101.0,-4.5,98.0,5.3,15.7,98.0,100.0,-1.0,96.0,98.0
CCOC(=O)N1CCN(CC(=O)Nc2c(C(=O)OC)[nH]c3ccc(Cl)cc23)CC1,100.4,100.0,2.7,102.0,-2.2,·,99.0,96.0,1.0,98.0,102.0
O=C(Nc1scc(-c2ccc(F)cc2)c1C(=O)O)c1ccco1,101.2,96.0,-34.6,98.0,15.6,·,95.0,93.0,0.0,97.0,100.0
O=C1N(c2ccccc2)C(c2ccc(Cl)cc2)N2CCCN12 (stereo not given),99.5,95.0,-5.0,97.0,-3.7,·,94.0,98.0,0.0,95.0,101.0
O=C(Cn1ncc(N2CCCC2)c(Br)c1=O)c1ccc(Cl)cc1,98.3,97.0,10.1,97.0,-4.1,-8.0,96.0,98.0,-3.0,94.0,96.0
O=C(Cc1cccs1)NNC(=S)NC(=O)c1ccco1,100.6,100.0,-25.3,101.0,-82.6,·,95.0,100.0,-5.0,95.0,96.0
CN(C)S(=O)(=O)c1ccc(N2CCCC2)c(C(=O)Nc2nc(-c3cc(F)ccc3F)cs2)c1,96.1,101.0,-1.3,103.0,-2.9,-11.3,100.0,103.0,0.0,99.0,104.0
COCCCNC(=O)c1sc2ncnc(N3CCc4ccccc4C3)c2c1C,94.7,100.0,17.0,101.0,-3.7,·,100.0,102.0,·,98.0,98.0
